# M1AAP inhibition – malaria alanyl aminopeptidase activity blockers – biochemical, fluorogenic H-Leu-NHMec substrate, 1536-well (AID 1445); inhibition, % at 30 µM, or IC50 in µM where a hit was titrated; recombinant M1AAP, H-Leu-NHMec fluorogenic kinetic assay; higher % means a stronger effect; actives 0.42% (n = 220,000);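 active means primary inhibition above the hit cutoff, then over 50% inhibition at one or more dose response concentrations, cut at about 23% in these data, passing the limit was not always enough; inconclusive means conflicting primary data, or primary hits not chosen for dose response; inactive means low primary inhibition, or under 50% at every dose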;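 further: plate controls were DMSO full reaction for no effect and no enzyme background for full effect; strong numbers were not always called active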
# Dynein transport – blocks dynein driven cargo transport along microtubules; 3617.4 mouse cells, GR-EGFP nuclear translocation imaging; test concentration mostly 20 µM; stimulated with dexamethasone, 1 µM; active compounds read low; z-score, hits read low; actives 0.47% (n = 220,000); AID 1381;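 active means plate z-score of nuclear minus cytoplasmic receptor signal below a set negative limit, without overly bright fluorescence or cell loss, cut at about -3.5 in these data, passing the limit was not always enough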;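 further: z-score of nuclear minus cytoplasmic ring GR-EGFP intensity difference per well; some compounds called inactive have numbers as strong as hits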
#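 Buffer or medium: tet-free, stripped-serum medium; Also added: dexamethasone, 1.0 µM final; Technique: high-content fluorescence imaging after fixation; Times: 48 h induction, 1 h compound, 30 min dex at 37 °C; Read-out: per-cell GR-EGFP intensity, nucleus versus surrounding cytoplasmic ring, well-averaged.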
# AID2073 – inhibitors of Mint1-CaV2.2 protein interaction, biochemical, HTRF (AID 2073); HTRF protein-protein interaction, Mint1-CaV2.2; higher % means a stronger effect; one-dose inhibition, % at 20 µM; IC50 in µM for titrated hits; actives 0.19% (n = 290,000); in the data active means inhibition mostly above about 51%, no sharp cut-off; inconclusive means no clear call, values can overlap the other calls; inactive means mostly below about 53%; further: some results filed as inactive read as strong as hits
# KOR beta-arrestin-1 – KOR antagonists, beta-arrestin recruitment, cell-based, luminescence, uHTS (AID 1778); KOR beta-arrestin recruitment, luminescence, antagonist mode; higher % means a stronger effect; inhibition, % at 10 µM, or IC50 in µM where a hit was titrated; actives 0.091% (n = 290,000); further: strong numbers were not always called active
# M17LAP inhibition – P. falciparum M17LAP inhibitors, primary screen, biochemical, fluorogenic H-Leu-NHMec substrate, 1536-well (AID 1619) | one-dose inhibition, % at 30 µM; IC50 in µM for titrated hits | recombinant M17LAP, H-Leu-NHMec fluorogenic kinetic assay; higher % means a stronger effect | actives 0.38% (n = 220,000);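 active means compound inhibiting the enzyme by more than half at any dose during confirmatory dose-response retesting; inconclusive means strong single-dose inhibitors picked by rank but not retested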;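 further: plate controls were full reaction with DMSO carrier for no effect and no enzyme background for full effect; strong numbers were not always called active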
# KOR beta-arrestin-2 – KOR agonists, beta-arrestin recruitment, primary screen, cell-based, luminescence, uHTS (AID 1777); KOR beta-arrestin recruitment, luminescence; higher % means a stronger effect; activation, % at 10 µM; hits with a dose series show EC50 in µM; actives 0.02% (n = 280,000); in the data active means activation above about 50%, passing the limit was not always enough; further: a part of the inactive calls stands beside numbers as strong as those of hits
# HEK293 NOD2/NF-kB – inhibition of NOD2-driven NF-kB reporter – cell-based, luminescence, uHTS, HEK293 (AID 1566) | HEK293 NOD2/NF-kB luciferase reporter, luminescence; higher % means a stronger effect | inhibition, % at 4 µM, or EC50 in µM where a hit was titrated | actives 0.63% (n = 290,000); further: many of its hits are not listed in these tables
# GPR55 activation – GPR55 agonists via beta-arrestin recruitment, primary screen, imaging, U2OS cells, beta-arrestin-GFP redistribution (AID 1961). U2OS GPR55 beta-arrestin-GFP redistribution imaging; higher % means a stronger effect. actives 0.048% (n = 290,000). activation, % at 10 µM; hits with a dose series show EC50 in µM;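 active means activation above 40% with more than 50 cells counted in the well; inconclusive means wells holding fewer than 50 cells, flagged as toxic or sparse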;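 further: U2OS osteosarcoma cells stably expressing GPR55 and beta-arrestin-GFP; plate controls were DMSO negative control for no effect and LPI positive control for full effect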
# NOD1 NF-kB reporter – NOD1 signaling inhibitors, primary screen, cell-based, luminescence, uHTS (AID 1578). inhibition, % at 4 µM, or EC50 in µM where a hit was titrated. NOD1-driven NF-kB luciferase reporter cells, luminescence; higher % means a stronger effect. actives 1% (n = 290,000); in the data active means inhibition mostly above about 36%, no sharp cut-off; inactive means mostly below about 34%;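 further: HEK-293T reporter cells stimulated with the NOD1 agonist gamma-tri-DAP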
# Dynein transport cytoplasmic EGFP – second read-out of Dynein transport, no call of its own (marks repeat the call); z-score; measured here: cytoplasmic GR-EGFP intensity; active compounds read high
# Dynein transport nuclear GR-EGFP – recorded beside Dynein transport, whose call it bears; z-score; measured here: nuclear GR-EGFP intensity;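 lower value marks the stronger effect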
# Dynein transport cell count – second read-out of Dynein transport, no call of its own (marks repeat the call); z-score; measured here: cell count per field
# * hit, by the source's call; ? = inconclusive; nt = no result given; [ ] = another dose, or the depositor's remark. Unless noted, no stated cut-off is given here; in the data, active means inhibition above about 50%; inactive means the rest. The list is partial (hit frequency here may not be typical).
SMILES,M1AAP inhibition,Dynein transport,Dynein transport cytoplasmic EGFP,Dynein transport nuclear GR-EGFP,Dynein transport cell count,AID2073,KOR beta-arrestin-1,M17LAP inhibition,KOR beta-arrestin-2,HEK293 NOD2/NF-kB,GPR55 activation,NOD1 NF-kB reporter
Cc1ccc(-c2nc(SCC(=O)Nc3ccccc3OC(F)F)c3c(C)c(C(=O)O)sc3n2)cc1,10%,1,-0.084,1.7,-2.4,37%,-28%,2%,6.9%,-15%,0.0%,-5%
CCN(CC)c1ccc(/C=C2\NC(=O)NC2=O)cc1,11%,0.89,-0.089,0.76,-0.36,-29%,2%,-6%,-8.8%,8%,0.2%,-16%
Oc1c(C(c2ccccn2)N2CCCCC2)cc(Cl)c2cccnc12 (stereo not drawn),-13%,-1.6,0.21,-0.57,-0.85,8%,-6%,14%,-7.7%,4%,0.1%,28%
CC(=O)c1ccc2c(c1)c(C#N)c1ccccc1[n+]2[O-],nt,nt,nt,nt,nt,15%,14%,nt,2.2%,-5%,1.0%,6%
CC(C)n1cc(NC(=O)C2CC(c3cccc(Br)c3)=NO2)cn1 (stereo not drawn),-1%,-0.64,-0.21,-0.1,0.26,-3%,2%,8%,2.0%,20%,-0.1%,0%
CCC(NC(=O)CCc1c(C)c2cc3c(C)c(C)oc3cc2oc1=O)C(=O)N[C@@H](Cc1ccccc1)C(=O)O (stereo partly drawn),nt,nt,nt,nt,nt,32%,-9%[20 µM],nt,0.6%,4%,-0.1%,-14%
CCC(CC)NC(=O)Cc1ccccc1[N+](=O)[O-],7%,1.4,-0.18,0.38,-1.7,5%,-14%,13%,0.4%,5%,-0.3%,-6%
COc1ccc(CCN(C)C(=O)CSc2ncnc3sccc23)cc1OC,5%,-0.51,-0.23,-0.39,0.3,5%,-16%,1%,-3.4%,20%,0.3%,-18%
COCCNC(=O)C(=O)N/N=C(\C)CC(=O)Nc1cccnc1,6%,-0.24,-0.35,-0.0011,0.34,22%,4%,-4%,-4.5%,-2%,0.6%,-36%
COc1ccccc1C(=O)Nc1ccccc1C(=O)N1C(C)CCCC1C (stereo not drawn),4%,0.043,-0.18,0.22,-0.25,-5%,-22%,-2%,4.3%,8%,-0.8%,-5%
O=C(Nc1ccc(Cl)cc1)c1ccc(-c2ccccn2)s1,1%,0.6,0.94,0.82,-1.3,22%,47%,-10%,-2.0%,-100%,-0.3%,0%
COc1ccc(-n2c(Cc3cccn3C)nnc2SCC(=O)NCc2ccccc2Cl)cc1,1%,1.2,-0.12,0.99,-0.87,-4%,-7%,12%,4.7%,3%,-0.1%,-33%
O=C(C1=C[C@H](C2CCCCC2)C[C@H](OCCCCO)O1)N1CCN(Cc2ccccc2)CC1,2%,-0.21,-0.24,0.17,0.055,1%,12%,0%,0.9%,-15%,0.4%,-8%
O=C(O)CCCNC(=O)/C(=C\c1ccccc1F)NC(=O)c1ccccc1,0%,1,-0.33,0.32,-0.25,-6%,-23%,1%,-4.5%,19%,0.1%,-24%
CCCCc1ccc(NC(=O)COc2ccc(C(=O)Nc3ccccc3OCC)cc2)cc1,3%,0.29,-0.22,0.49,-0.037,21%,5%,-5%,12%,11%,0.2%,-21%
O=C(Nc1nnc(-c2ccc(Cl)cc2)o1)C1=COCCO1,2%,2.1,-0.2,1.1,-1.7,2%,-14%,6%,6.9%,16%,0.4%,-4%
Cc1ccc(S(=O)(=O)N2CCN(C(=O)c3cc4c(C)nn(-c5ccccc5C)c4s3)CC2)cc1,1%,-0.34,-0.14,-0.34,0.35,7%,-8%,5%,1.5%,47%,-0.1%,33%
O=C(NC1CCCCC1)c1cc2ccccc2cc1O,4%,-0.0054,-0.22,-0.018,-0.33,?,17%,7%,-0.8%,32%,-0.6%,4%
CCCCc1nc2cc(C(=O)N3CCCCC3CCO)ccc2o1 (stereo not drawn),nt,nt,nt,nt,nt,16%,18%,nt,5.3%,-11%,-0.1%,-34%
O=[N+]([O-])c1ccc(Oc2cccc(Br)c2)c2ccncc12,1%,-1.2,0.11,-0.41,0.79,-9%,-14%,4%,nt,-9%,-0.2%,20%
CCn1ccc(C(=O)Nc2c(C)nn(Cc3c(F)c(F)c(F)c(F)c3F)c2C)n1,-2%,0.058,-0.32,-0.32,0.1,0%,-29%,6%,2.2%,-2%,0.4%,-20%
Fc1cccc(Cn2cc(C(=S)N3CCOCC3)c3ccccc32)c1,5%,-0.29,-0.27,-0.037,0.95,4%,14%[20 µM],-4%,nt,9%,0.2%,-15%
COc1ccc(N(CC(=O)N/N=C/c2ccccc2F)S(=O)(=O)c2ccccc2)cc1,nt,nt,nt,nt,nt,-3%,6%,nt,6.5%,-12%,-0.1%,-10%
Cc1cnn(-c2nc(-c3cccs3)cc(C(F)(F)F)n2)c1,4%,1.1,-0.26,1.1,-0.56,1%,-23%,12%,1.5%,15%,0.2%,-6%
O=C(CN(c1ccc(F)cc1)S(=O)(=O)c1ccccc1)Nc1ccccc1C(=O)O,5%,1.1,-0.35,0.96,1,7%,8%,13%,4.6%,14%,-0.1%,-46%
O=C(NC(=S)NC1CCS(=O)(=O)C1)c1ccccc1Br (stereo not drawn),nt,nt,nt,nt,nt,3%,11%,nt,-2.7%,6%,0.3%,-15%
CCC1CCCCN1CCCNC(=O)Cn1ncn2nc(-c3ccc(OC)cc3)cc2c1=O (stereo not drawn),nt,nt,nt,nt,nt,20%,-38%,nt,5.4%,14%,-0.1%,-3%
COC(=O)c1ccc(C2c3c(oc4ccccc4c3=O)C(=O)N2CCCN2CCOCC2)cc1 (stereo not drawn),4%,-2,0.16,-1,0.19,-3%,24%,4%,-2.4%,6%,-0.1%,8%
O=C(CS(=O)(=O)c1ccc(C(F)(F)F)cn1)NNC(=O)c1ccccc1,-2%,-0.57,-0.13,-0.39,0.76,-2%,0%,3%,-0.8%,10%,0.6%,1%
COCCNC(=O)CSCc1cc(C)cc(C)c1,-1%,-0.42,-0.26,-0.048,1,7%,-24%,-1%,4.9%,-10%,-0.4%,-14%
CC1(C)Cc2c(ccc3ccccc23)C(=O)N1,-1%,-0.56,-0.23,-1,0.049,6%,-5%,-1%,-0.5%,50%,0.1%,62%
Cc1ccn(C(=O)c2ccc(NC(=O)C3CCCCC3)cc2)n1,10%,-1.1,-0.28,-0.68,1.8,7%,3%,-5%,-6.7%,-17%,-0.4%,-30%
Cc1c(Cl)cccc1NC(=O)CSCC(N)=O,-6%,-0.47,-0.23,-0.61,-0.089,4%,15%,-2%,1.6%,-24%,-0.2%,-30%
CCOC(=O)c1sc(NC(=O)C2CC2)cc1C,7%,-0.34,-0.17,-0.084,-0.099,8%,34%,-4%,3.1%,16%,-0.5%,-11%
Cn1c(SCC(=O)N2CCCCC2)nnc1-c1ccc(S(=O)(=O)N2CCOCC2)cc1,-7%,1.6,-0.43,1.2,-0.33,6%,18%,-6%,-2.2%,0%,0.5%,-3%
Cc1[nH]c2ccc(F)cc2c1CCN(Cc1cccnc1)C(=S)Nc1cccc(F)c1,-4%,2.4,0.081,0.92,-2.4,-9%,-9%,-4%,0.3%,18%,-0.2%,-19%
CCN(Cc1ccccc1)S(=O)(=O)c1cn(C)cn1,nt,nt,nt,nt,nt,7%,12%,nt,5.6%,-8%,-0.2%,-6%
CCOc1ccc(C(C(=O)NC2CCCCC2)N(C(=O)c2ccccn2)c2cccnc2)cc1 (stereo not drawn),0%,-1.2,0.017,-0.36,0.87,-8%,7%[20 µM],-6%,nt,5%,0.5%,-10%
Cc1ccsc1C(=O)OCC(=O)NCc1ccco1,1%,-0.59,-0.33,-0.13,0.66,6%,-17%,-4%,-4.1%,0%,-0.1%,-42%
CC(/C=N\NC(=O)c1cc(C)oc1C)=C\c1ccccc1,5%,-0.89,-0.28,-0.58,0.59,17%,20%,-25%,-2.6%,-55%,1.0%,-47%
Cc1nc2cc(-c3ccc(Br)cc3)[nH]n2c(=O)c1Cl,nt,nt,nt,nt,nt,-16%,-20%,nt,0.4%,-53%,0.3%,-56%
CC(C)C[C@@H](COc1ccccc1)N1CCN(C)CCC1=O,nt,nt,nt,nt,nt,-2%,-2%[20 µM],nt,-3.5%,17%,0.1%,-13%
CCOCCCn1c(C)nc2c(c1=O)c1nc3ccccc3nc1n2-c1ccc2c(c1)OCCO2,6%,-0.49,-0.21,-0.32,-0.051,21%,8%,7%,-2.6%,30%,0.7%,2%
O=C(CN1C(=O)NC2(CCSC2)C1=O)N1CCN(c2ccc(F)cc2)CC1 (stereo not drawn),nt,0.62,-0.37,0.34,-0.72,?,6%,nt,nt,7%,-1.0%,1%
Cc1ccc(CNC(=O)c2ccccc2N(C)S(C)(=O)=O)cc1,0%,-1.3,-0.26,-0.23,1,-3%,-11%[20 µM],-4%,-1.6%,-3%,-0.1%,-27%
COc1ccccc1C(=O)c1nc2ccccc2n1C,nt,nt,nt,nt,nt,17%,-2%,nt,-0.6%,0%,-0.2%,-1%
OCCN1CCN(c2ncnc3scc(-c4ccc(F)cc4)c23)CC1,nt,nt,nt,nt,nt,-5%,-7%,nt,-3.2%,-8%,-0.2%,-35%
CCc1ccc(-n2c(=O)c3c(C)c(C)sc3n(CC(=O)NCC3CCCO3)c2=O)cc1 (stereo not drawn),2%,-0.7,-0.35,-0.27,0.53,2%,-23%,-19%,0.9%,12%,-0.4%,-11%
COc1ccc2nc(/C=N/NC(=O)[C@H](CCSC)NC(=O)OC(C)(C)C)ccc2c1,11%,0.22,-0.3,0.1,-0.56,8%,32%,-24%,9.2%,0%,-0.2%,-20%
Clc1cccc(-c2cc3nc4c(c(N5CCN(c6cnccn6)CC5)n3n2)CCCC4)c1,6%,-0.42,0.36,-0.053,0.43,12%,-4%,-18%,-1.0%,-1%,1.8%,23%
CCOc1ccc(-c2cc(CCCC(=O)Nc3cc(OC)ccc3OC)no2)cc1,5%,0.99,-0.02,0.65,-0.24,15%,-38%,-4%,4.6%,45%,0.2%,34%

# From PubChem
